Source: PubChem
Tau fibril ThT = blocks human tau fibril formation measured by thioflavin T; Potency, µM (top dose mostly 57.4 µM), for the others: at the top dose activity, negative = inhibition, hits mostly inhibitors; recombinant tau K18 P301L, heparin-induced fibrillization, ThT fluorescence; 270,000 compounds, 2.1% hits; note: nearly all actives have a fitted effect of over 55% in size
Target sequence (P10636 561-689 P618L limits assumed): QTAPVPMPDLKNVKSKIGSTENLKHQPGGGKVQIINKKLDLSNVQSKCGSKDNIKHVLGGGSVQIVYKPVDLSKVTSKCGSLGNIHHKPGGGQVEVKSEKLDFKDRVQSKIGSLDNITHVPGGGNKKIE
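Using a mix of unlabeled (15 uM) and Alexa 594-labeled (0.24 uM) tau K18 P301L, heparin-triggered fibrillization over 6 hr at 37 C was scored by ThT fluorescence.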
TRb-SRC2 inh = disrupts binding of human TR beta to SRC2 | P10828 | TRbeta-SRC2 peptide binding, fluorescence polarization; receptor liganded with 1 µM T3 | Potency, µM (highest dose often 106 µM), without a hit: top-dose activity change, negative = inhibition, hits mostly inhibitors | 280,000 compounds, 0.065% hits;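 note: plate controls were bound peptide for no effect and peptide without receptor for full effect; nearly all actives have a fitted effect of over 50% in size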
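A fluorescence polarization screen tested compounds at multiple concentrations against complex formation between 0.6 uM TRb ligand-binding domain and 20 nM Texas Red SRC2 peptide, with 1 uM T3 present; readout after 5 hr.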
RGS12 GoLoco inh = inhibitors of human Gai1-RGS12 GoLoco interaction (red fluorophore). P63096. Gai1:RGS12 GoLoco peptide FP, rhodamine, 10 min. Potency, µM (highest dose often 61.6 µM), for inactives: at the top dose activity, negative = inhibition, usual class: inhibitors. 230,000 compounds, 0.44% hits. AID 880; active = well fitted inhibition curve with a large enough effect, not every such curve was filed as active; inactive = no such curve, though single readings can be large or run the other way; note: nearly all actives have a fitted effect of over 30% in size; many of its hits are not listed in these tables
Tau fibril FP = tau fibrillization inhibition (FP) | P10636 | 280,000 compounds, 0.39% hits | Potency, µM (titrated, usually from 57.7 µM), for inactives: top-dose activity, negative = inhibition, actives largely listed as inhibitors | K18 P301L tau heparin fibrillization, Alexa594 FP, 6 h; note: nearly all actives have a fitted effect of over 55% in size
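Quantitative HTS format: compounds meet 15 uM recombinant K18 P301L tau and Alexa 594-tau tracer in 100 mM sodium acetate pH 7; 20 uM heparin triggers fibrillization at 37 C over 6 hr; FP gives the signal.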
KDM4E inh = JMJD2E (human) inhibition | JMJD2E catalytic domain, FDH-coupled NADH fluorescence (FDH is formaldehyde dehydrogenase) | Potency, µM (doses to about 57.1 µM), for the others: top-dose activity change, negative = inhibition, most hits filed as inhibitors | 230,000 compounds, 1.6% hits | AID 2147; active = well fitted inhibition curve with a large enough effect, not every such curve was filed as active; inconclusive = small, poorly fitted or top-dose-only effect, or another doubt; inactive = no such curve, though single readings can be large or run the other way;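 note: 0% = wells with enzyme and -100% = buffer wells without enzyme; nearly all actives have a fitted effect of over 50% in size; many of its hits are not listed in these tables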
L3MBTL1 inh = inhibitors of human L3MBTL1; AlphaScreen L3MBTL1–H3K9me1 peptide binding; Potency, µM (titrated, usually from 57.1 µM), for the others: at the highest dose activity, negative = inhibition, actives largely listed as inhibitors; 230,000 compounds, 0.66% hits; note: nearly all actives have a fitted effect of over 60% in size
Target sequence (Q9Y468 whole entry, looked up): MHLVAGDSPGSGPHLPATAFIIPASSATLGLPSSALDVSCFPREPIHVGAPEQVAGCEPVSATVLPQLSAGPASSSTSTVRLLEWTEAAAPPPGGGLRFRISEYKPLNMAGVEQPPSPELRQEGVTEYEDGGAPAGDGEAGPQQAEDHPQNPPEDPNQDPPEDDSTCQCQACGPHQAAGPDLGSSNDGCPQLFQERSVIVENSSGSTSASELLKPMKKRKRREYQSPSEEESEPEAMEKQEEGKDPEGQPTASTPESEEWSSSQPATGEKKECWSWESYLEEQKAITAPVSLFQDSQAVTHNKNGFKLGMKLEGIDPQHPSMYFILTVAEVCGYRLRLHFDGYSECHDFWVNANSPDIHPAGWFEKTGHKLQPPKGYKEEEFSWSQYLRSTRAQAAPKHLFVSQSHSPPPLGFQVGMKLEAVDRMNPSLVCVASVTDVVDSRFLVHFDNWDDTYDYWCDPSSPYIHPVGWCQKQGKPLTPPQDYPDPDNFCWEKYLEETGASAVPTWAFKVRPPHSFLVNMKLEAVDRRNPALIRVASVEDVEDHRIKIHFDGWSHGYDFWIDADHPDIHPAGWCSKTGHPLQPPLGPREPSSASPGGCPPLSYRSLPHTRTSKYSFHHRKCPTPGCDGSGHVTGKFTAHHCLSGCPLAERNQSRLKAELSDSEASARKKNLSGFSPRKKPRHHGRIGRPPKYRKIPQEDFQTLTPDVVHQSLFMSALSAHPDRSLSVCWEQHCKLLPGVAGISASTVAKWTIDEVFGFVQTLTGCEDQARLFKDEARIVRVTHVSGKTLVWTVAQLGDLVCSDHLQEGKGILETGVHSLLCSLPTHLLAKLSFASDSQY
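AlphaScreen assay: L3MBTL1 (50 nM final) was preincubated 30 min at room temperature with biotinylated H3(1-15)K9me1 peptide (75 nM final), then 30 min with library compounds; streptavidin donor and nickel chelate acceptor beads (10 ug/mL final) added, 30 min dark.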
RECQ1 helicase = inhibitors of human RECQ1 DNA helicase; Potency, µM (top dose mostly 57.3 µM), inactives show top-dose activity, negative = inhibition, actives largely listed as inhibitors; P46063; AID 2549; 240,000 compounds, 0.54% hits; RECQ1 DNA unwinding, red fluorescence kinetic read;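 note: plate controls were vehicle for no effect and no enzyme for full effect; nearly all actives have a fitted effect of over 30% in size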
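RECQ1T1 50 nM; forked duplex (20 bp + 30-nt ss tails) 200 nM, ATP 2 mM final; pH 8.0, 2 mM MgCl2, 2.5 ug/ml poly(dI-dC); 15 min compound preincubation; discontinuous kinetic read over 2 h at RT.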
TR SRC2 fluor cs = Texas Red fluorescence interference in TRb-SRC2 counter-screen; TRb/SRC2 Texas Red total fluorescence interference; Potency, µM (series often up to 106 µM), for the others: at the top dose fluorescence change, negative = quenching; 280,000 compounds, 0.29% hits; AID 1479; active = well fitted curve in either direction with a large enough effect; inconclusive = small, poorly fitted or top-dose-only effect
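Human TRβ ligand-binding domain (0.6 uM) and Texas Red SRC2 peptide (20 nM) in Tris buffer with 1 uM T3 and 5% DMSO were incubated with pinned compound for 5 hr at ambient temperature. Total fluorescence was computed as S + 2P (555/632 nm).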
Starred values were filed as active, the others as inactive; i = inactive; ? = inconclusive; · = no result given; & = joins results of further samples; [ ] = another dose, or the depositor's remark. Unless noted, calls come from the whole dose curve; as a rule, active = well fitted curve in the direction sought with a large enough effect; inconclusive = small, poorly fitted or top-dose-only effect, or another doubt; inactive = no such curve, though single readings can be large; an effect the other way counts as inactive or inconclusive. Unless noted, % is set by controls: 0 for no effect and ±100 for the full control effect; potency is the fitted concentration of half-maximal effect.

mol | Tau fibril ThT | TRb-SRC2 inh | RGS12 GoLoco inh | Tau fibril FP | KDM4E inh | L3MBTL1 inh | RECQ1 helicase | TR SRC2 fluor cs
O=[N+]([O-])c1ccc(C(=S)N2CCN(c3ccc(F)cc3)CC2)cc1 | ? | 3% | 0% | -1% | -13% | -11% | i | 0%
CN(C)c1cccc(C(=O)OCC(=O)Nc2ccccc2-c2ccccc2)c1 | -16% | -10% | 2% | ? | ? | -12% | -6% | -2%
CCn1c(SCC(=O)c2[nH]c(C)c(C(C)=O)c2C)nnc1-c1ccncc1 | -6% | -17% | 9% | 8% | 3% | · | i | -3%
C=CCn1c(-c2cccs2)nc2ccccc21 | ? | 0% | -9% | -6% | ? | · | 3% | -1%
CC(=O)n1cc(/C=N/NC(N)=S)c2ccccc21 | -22% | -5% | 13% | 4% | -7% | 2% | -6% | 1%
O=C1NC[C@H](Cc2ccc(O)cc2)N(CC2CCCCC2)C1=O | 7% | -6% | -2% | 5% | 11% | · | -1% | -1%
COc1ccc(-n2c(Cc3cccn3C)nnc2SCC(=O)Nc2cc(Cl)ccc2OC)cc1 | ? | 12% | 13% | 5% | -18% | -12% | -5% | -4%
CCOC(=O)CN1C(=O)c2ccccc2Sc2ncccc21 | 2% | -4% | · | -2% | · | · | · | -3%
Cc1ccc(C)c(NC(=O)Cn2cc(C(=O)c3ccncc3)c(=O)c3cc(F)ccc32)c1 | ? | -5% | · | -3% | · | · | · | -4%
NC(=S)N/N=C\c1ccccc1OCc1ccccc1 | -6% | 3% | 4% | 0% | -1% | -19% | -3% | -2%
O=C(O)c1cccc(S(=O)(=O)Nc2ccc([N+](=O)[O-])cc2O)c1 | -25% | 3% | 2% | ? | ? | 0% | -12% | -3%
CCOc1ccc(CCN2C(=O)CCC2(C)C(=O)NC(C)CC)cc1OCC (stereo unspecified) | -15% | 6% | 0% | -4% | -2% | 4% | 1% | 2%
CC1OC(OCC2OC(Oc3c(-c4ccc(O)cc4)oc4cc(O)cc(O)c4c3=O)C(O)C(O)C2O)C(O)C(O)C1O (stereo unspecified) | -4% | 1% | 12% | 7% | 0% | 14µM* | ? | -3%
COc1ccc2nc(SCC(=O)Nc3nccs3)[nH]c2c1 | ? | 3% | 7% | 11% | 6% | -4% | i | -3%
CCOC(=O)c1c[nH]n(-c2ccc(C)cc2)c1=O | 2% | -10% | -1% | 5% | 5% | -17% | 6% | -3%
CCCCN(C(=O)NC(=O)Nc1cc(C)ccc1C)S(C)(=O)=O | 1% | -9% | 2% | -4% | 0% | -9% | 2% | -4%
COC(=O)c1ccc(C2Nc3c(C)cc(C)cc3C3C=CCC32)cc1 (stereo unspecified) | ? | 0% | · | -5% | · | · | · | 1%
CCn1c(SCC(=O)Nc2nc(C)c(C(=O)OC)s2)nnc1C(C)C | -4% | -3% | 9% | 1% | 4% | 6% | i | 2%
O=C(CSc1nnc(Cn2c(=O)sc3ccccc32)n1-c1ccccc1)NCc1ccco1 | -9% | 4% | 3% | -5% | 3% | 19% | i | 2%
O=[N+]([O-])c1ccc(N2CCN(c3ccc(Cl)nn3)CC2)c(Cl)c1 | ? | -2% | -8% | -3% | -6% | · | i | -7%
COc1cc(NS(=O)(=O)c2ccc3c(c2)CC(C)N3C(=O)C2CCC2)cc(OC)c1OC (stereo unspecified) | -1% | 2% | · | 2% | · | · | · | ?
Cc1ccc(CNC(=O)Cn2c(=O)c3sccc3n(Cc3cccc([N+](=O)[O-])c3)c2=O)cc1 | -8% | 0% | -5% | 8% | 2% | 5% | -12% | -42%
Cc1ccc(CNC(=O)c2cccc(N3CCCS3(=O)=O)c2)cc1 | 18% | 4% | · | 11% | · | · | · | -1%
CCNC(=O)NC(=O)CSc1nc2ccccc2n1CC(C)C | -9% | 1% | 2% | -9% | -6% | -10% | -4% | -2%
CCN(CC)CCCN=Cc1c(O)n(-c2ccccc2C)c(=O)c2ccccc12 | -5% | 1% | 1% | -5% | ? | -13% | -5% | -2%
CC(O)C(O)C(O)C(O)C1NCCS1 (stereo unspecified) | ? | -2% | 1% | ? | -4% | 10% | i | 1%
Cc1cccn2cc(-c3ccc(F)cc3)nc12 | -4% | -11% | · | 4% | ? | -1% | -6% | -2%
Cc1cc(C)nc(SCc2cn3cc(Cl)ccc3n2)n1 | ? | 2% | -1% | -2% | ? | 1% | -1% | 0%
COc1ccc(C)c(S(=O)(=O)Nc2ccc(OCC(=O)O)cc2)c1 | -5% | -24% | 6% | -5% | -16% | · | -11% | 0%
CCOC(=O)N1CCN(CC(O)COC2CC(C)CC(C)(C)C2)CC1 (stereo unspecified) | -1% | 3% | -8% | 5% | -3% | 12% | i | -7%
Cn1c(SCC(=O)n2c3c(c4ccccc42)CCCC3)nnc1-c1ccccc1 | ? | -12% | 11% | -5% | -4% | · | -10% | -3%
COc1ccc2[nH]c(C(=O)O)c(CCN3C(=O)c4cccc([N+](=O)[O-])c4C3=O)c2c1 | ? | -3% | 4% | -8% | -8% | 7% | -7% | -3%
CCOC(=O)N1CCN(C(=O)CN(c2cccc(C)c2)S(=O)(=O)c2ccc(C)cc2)CC1 | -6% | -1% | -3% | -4% | 0% | · | -2% | -1%
C=CCSc1nc2ccccc2c2nc(-c3ccccc3)nn12 | 0% | 0% | · | -5% | -6% | 2% | i | -13%
Cc1ccccc1OCc1nnc(SCc2cc(=O)c3ccc(C)c(C)c3[nH]2)n1C | -9% | 3% | · | 2% | · | · | · | 0%
CCOC(=O)Cc1csc(NC(=O)c2cccc(N3C(=O)CCC3=O)c2)n1 | ? | -20% | · | -17% | -22% | -4% | 3% | 0%
O=C(/C=C/c1cccs1)c1cc(Cl)ccc1O | -15% | 10% | 15% | 6% | -5% | -6% | i | -2%
CCc1cc2c(SCC(=O)c3ccc(C)cc3)ncnc2s1 | -6% | 5% | 1% | 1% | -1% | 1% | 2% | -7%
COc1ccc(NC(=O)C(NC(=O)c2ccccc2)C(C)C)cc1 (stereo unspecified) | -9% | 2% | 8% | -1% | 1% | · | i | -7%
CC1CCN(c2c(NCC3CCC(C(=O)Nc4ccccn4)CC3)c(=O)c2=O)CC1 (stereo unspecified) | -10% | 4% | 3% | -6% | 2% | -1% | -2% | -1%

The closing three compounds of the part above come first, to join the parts.
mol | Tau fibril ThT | TRb-SRC2 inh | RGS12 GoLoco inh | Tau fibril FP | KDM4E inh | L3MBTL1 inh | RECQ1 helicase | TR SRC2 fluor cs
CCc1cc2c(SCC(=O)c3ccc(C)cc3)ncnc2s1 | -6% | 5% | 1% | 1% | -1% | 1% | 2% | -7%
COc1ccc(NC(=O)C(NC(=O)c2ccccc2)C(C)C)cc1 (stereo unspecified) | -9% | 2% | 8% | -1% | 1% | · | i | -7%
CC1CCN(c2c(NCC3CCC(C(=O)Nc4ccccn4)CC3)c(=O)c2=O)CC1 (stereo unspecified) | -10% | 4% | 3% | -6% | 2% | -1% | -2% | -1%
Nc1nnc(CCCCCCCCCCc2nnc(N)s2)s1 | -26% | -4% | -11% | -5% | 11% | -1% | -3% | 0%
COc1cc(-c2noc(-c3nnn(-c4ccc(Cl)cc4)c3C)n2)cc(OC)c1OC | ? | 1% | · | -5% | · | · | · | 0%
O=C(OC[C@@H](O)CO)c1ccccc1Nc1ccnc2cc(Cl)ccc12 | · | -3%[53 µM] | 9%[21.6 µM] | · | -8%[25.5 µM] | · | -3%[25.9 µM] | 0%[53 µM]
CCOCCCNC(=O)CCSc1ccc(C)cc1 | -10% | 4% | 6% | -13% | 6% | 12% | -6% | 1%
CCc1ccc(NC(=O)COc2ccc(F)cc2C(=O)c2cnn(-c3ccccc3)c2)cc1 | -12% | -1% | · | ? | -17% | -2% | -10% | -4%
CCOCCOC(=O)c1ccc(-n2cnc(C)n2)nc1 | 9% | -1% | 13% | 2% | -4% | -4% | i | -3%
O=C(O)Cc1ccc(NC(=O)c2cccs2)cc1 | 4% | 2% | -5% | 7% | -3% | -10%[11.4 µM] | -4% | -8%
CCOC(=O)c1c(-c2ccc(C)o2)csc1NC(=O)CSc1nnnn1-c1ccccc1 | -10% | 0% | -1% | 1% | -12% | 13% | -17% | 14%
C[N+](C)(C)CCOP(=O)([O-])OP(=O)(O)OCC1OC(n2ccc(N)nc2=O)C(O)C1O (stereo unspecified) | 8% | -9% | 3% | -15% | 3% | · | i | -2%
COC(=O)[C@@H]1C[C@H]1[C@@H](NS(=O)(=O)c1ccc(-c2ccccc2)cc1)c1ccccc1 | -5% | -2% | -1% | 1% | -1% | · | -20% | -4%
O=c1cc(-c2ccco2)oc2c1ccc1ccccc12 | -7% | -26% | 26% | -10% | ? | · | i | 0%
NC(=O)CC(NC(=O)Cc1ccc(Br)cc1)c1ccc(NC2CCCC2)c([N+](=O)[O-])c1 (stereo unspecified) | ? | -5% | 6% | -6% | -9% | · | i | -2%
CCOC(=O)C1=C(C)N(CC)C(=S)NC1c1ccc(Cl)cc1 (stereo unspecified) | -8% | 3% | 3% | -11% | -9% | -9% | -8% | -3%
CCCC[n+]1c(-c2ccc(Cl)cc2Cl)csc1Nc1ccccc1 | -10% | 3% | -5% | 0% | 4% | -13% | -4% | 0%
Cc1cc(C)c2cc(CN(Cc3ccco3)C(=S)NCC3CCCO3)c(=O)[nH]c2c1 (stereo unspecified) | ? | 5% | 14% | -9% | ? | -7% | -20% | -4%
Nn1c(SCc2ccccc2)nnc1-c1ccco1 | -5% | 4% | 9% | 0% | -6% | 2% | 13% | -1%
O=C(CSCc1ccc([N+](=O)[O-])cc1)NC1CCCCCC1 | -6% | -15% | 12% | 16% | 0% | -2% | i | 0%
CC(=O)c1cccc(NC(=O)Cn2c(=O)oc3cc(S(=O)(=O)N4CCCC4)ccc32)c1 | 0% | -7%&-1% | 11% | 0%&-4% | 8% | · | -2% | -1%&-4%
COc1ccccc1[N+](=O)[O-] | · | -2%[201 µM] | -3% | · | · | 4% | -10% | -1%[201 µM]
COc1ccccc1Nc1nc(-c2c(C)[nH]c3ccccc23)cs1 | ? | 7% | 28% | 8% | 28µM* | -8% | -12% | 18%

Only part of the results is shown; the hit share may differ from the screen's.
